# From PubChem BioAssay
# GALK inh = qHTS Assay for Inhibitors of Human Galactokinase (GALK). P51570. Purified GALK, Kinase-Glo residual ATP luminescence. Potency, µM (top dose mostly 57.5 µM), for the others: top-dose activity change, negative = inhibition, most hits filed as inhibitors. 270,000 tested, 0.007% active. AID 1868, 2009; further: potency means the concentration at half of the fitted maximal effect; on the % scale 0 is the no-effect control and ±100 the full control effect
#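 5 nM enzyme, 35 uM ATP, 100 uM galactose, 20 mM HEPES pH8.0, 5 mM MgCl2; 1 h RT; residual ATP by Kinase-Glo Plus luminescence, qHTS format.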
# MBNL1 CUG block = qHTS Assay for Inhibitors of MBNL1-poly(CUG) RNA binding; AID 2675, 2010; 280,000 tested, 0.036% active; TR-FRET MBNL1-His/biotin-(CUG)12 binding, 665/545 ratio; Potency, µM (highest dose often 57.5 µM), inactives show at the highest dose activity change, negative = inhibition, hits mostly inhibitors; Muscleblind-like protein 1 (Homo sapiens), Q9NR56; active means well fitted inhibition curve with a large enough effect in the signal ratio, with a control signal flat, not every such curve was filed as active; inconclusive means small, poorly fitted or top-dose-only effect, or effect the other way, or a change in a side signal; inactive means no such curve, though single readings can be large or run the other way; the % refers to the signal ratio; further: potency means the concentration at half of the fitted maximal effect; on the % scale 0 is the no-effect control and ±100 the full control effect
#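 Inhibition of protein-RNA binding appears as loss of TR-FRET between terbium anti-His antibody on MBNL1-His and streptavidin-XL665 on biotin-(CUG)12. Activity is normalized to buffer-only and uninhibited-complex controls.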
# FBPA coupling cs = qHTS Assay for Inhibitors of Fructose-1,6-bisphosphate Aldolase from Giardia Lamblia: Coupling assay counterscreen; 290,000 tested, 0.67% active; coupling enzyme system counterscreen, AmpLite Red fluorescence; activity change, negative = inhibition, % at 58.2 µM, hits read low; AID 2472, 2010; in the data active means activity change below about -30%; further: on the % scale 0 is the no-effect control and ±100 the full control effect
#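 First, compound is pin-transferred into glyceraldehyde-3-phosphate coupling-enzyme reagent at 57.5 uM final and held 10 min at RT. Next, substrate, coupling system and AmpLite Red are added. After 20 min RT, fluorescence (525/598 nm) is read.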
# S-ASM inh = Inhibitors of Secretory Acid Sphingomyelinase (S-ASM): qHTS; Potency, µM (titrated, usually from 57.5 µM), without a hit: top-dose activity change, negative = inhibition, hits mostly inhibitors; placental ASM, HMU-PC fluorogenic substrate, 60 min; 340,000 tested, 0.006% active; AID 504937, 2011; Sphingomyelin phosphodiesterase (Homo sapiens), P17405; further: potency means the concentration at half of the fitted maximal effect
#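 Fluorescence read-out (Ex 386 nm, Em 447 nm) after stopping the reaction at pH 10. Enzyme: ASM from human placenta; substrate HMU-PC0, 9 uM final; 60 min, 37 °C. Compound preincubation 10 min, ambient temperature.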
# a7 integrin act = qHTS for Activators of Integrin-Mediated Alleviation for Muscular Dystrophy; alpha7betagal myoblasts, beta-gal FDG fluorescence, 48 h; Potency, µM (doses to about 38.3 µM), for inactives: at the highest dose activation, usual class: activators; 350,000 tested, 0.064% active;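 further: potency means the concentration at half of the fitted maximal effect; 100% = response of the positive control SU9516; nearly all actives have a fitted effect of over 60% in size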
#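 Alpha7betagal+/- myoblasts (passage 13) were plated 16-24 hr, then exposed to compounds (1:260 dilution of DMSO stock) for 48 hours at 37C. After MPER lysis, β-galactosidase reporter activity was read as FDG fluorescence (ex 480/em 540) after 30 minutes.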
# KCNH2 3.1 block = qHTS for Inhibitors of KCHN2 3.1: Mutant qHTS | activity change, % (tested at about 1.8 µM) | 340,000 tested, 0.95% active | U2OS KCNH2 3.1, thallium flux FluxOr; active compounds read low | AID 720553, 2013 | Potassium voltage-gated channel subfamily H member 2, brain isoform KCNH2 3.1 (human);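 active means maximum activity change below -70%; inconclusive means maximum activity change from -70% to -50%; inactive means maximum activity change above -50%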;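 further: thallium influx rate constant from kinetic fluorescence after stimulation buffer; on the % scale 0 is the no-effect control and ±100 the full control effect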
#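 Channel expression came from 3.1 mutant virus (1.77 x 10^8 /mL) applied to suspended U2OS cells for 4 h. Flux was tracked with FluxOr dye plus Red40 quencher, and kinetic rate constants normalized to controls.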
# MLL CXXC-DNA inh = qHTS Fluorescence Polarization Assay for Inhibitors of MLL CXXC domain - DNA interaction. Histone-lysine N-methyltransferase 2A (Homo sapiens), Q03164. MLL-CXXC / FITC-HOXA9 DNA fluorescence polarization. Potency, µM (highest dose often 115 µM), for the others: at the top dose activity change, negative = inhibition, usual class: inhibitors. 290,000 tested, 0.037% active; active means well fitted inhibition curve with a large enough effect in the polarisation, with a control signal flat, not every such curve was filed as active; inconclusive means small, poorly fitted or top-dose-only effect, or effect the other way, or a change in a side signal; inactive means no such curve, though single readings can be large or run the other way; the % refers to the polarisation; further: potency means the concentration at half of the fitted maximal effect
#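 Steps: dispense CXXC domain solution (7 uM) → pin compounds or unlabeled HOX-A9 DNA control → 5 min ambient → add FLSN-HOX-A9 solution (50 nM) → spin → 30 min ambient → fluorescence polarization. Tris pH 7.5/NaCl/DTT/BSA buffer.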
# A-T KAP1 phos = qHTS Assay for Identifying a Potential Treatment of Ataxia-Telangiectasia; […] A-T fibroblasts, KAP-1 phosphorylation AlphaLISA; neocarzinostatin DNA damage 30 min before lysis; Potency, µM (titrated, usually from 57.5 µM), for the others: at the top dose activation, hits mostly activators; 320,000 tested, 0.19% active; AID 485349, 2010; further: potency means the concentration at half of the fitted maximal effect; % of control where 0% means no effect; nearly all actives have a fitted effect of over 45% in size
#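 ATM-like activity read as KAP-1 phosphorylation via AlphaLISA donor/acceptor antibody pairs after lysis and 6 hr at 25C. Cells were ATM-null patient fibroblasts ([…], hTERT), dosed 60 min, then exposed to the DSB inducer NCS for 30 min.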
# TRPV1 agonist = HTS Assay for Compounds that Act as Agonists of the Vanilloid Receptor 1. TRPV1-expressing cells, Fluo-8 calcium influx, agonist mode. 320,000 tested, 0.19% active. activation, % at 8.33 µM. Transient receptor potential cation channel subfamily V member 1 (Homo sapiens), Q8NER1; in the data active means activation above about 80%; inconclusive means between about 30% and that limit; further: 0% is about no effect
#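 TRPV1-expressing cells were cultured overnight at 35.5C and loaded with Fluo-8 calcium dye for 40 to 90 min at room temperature. After a 10 s baseline, compound was added and calcium influx was read kinetically for 3 min (ex 480/em 520 nm).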
# KCNH2 WT inh = qHTS for Inhibitors of KCHN2 3.1: Wildtype qHTS | activity change, % at 1.84 µM | U2OS, BacMam KCNH2, thallium flux FluxOr; active compounds read low | 340,000 tested, 0.37% active | AID 720551, 2013 | Voltage-gated inwardly rectifying potassium channel KCNH2 (Homo sapiens), Q12809;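 active means maximum activity change below -70%; inconclusive means maximum activity change between -70% and -50%; inactive means maximum activity change above -50%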; further: on the % scale 0 is the no-effect control and ±100 the full control effect
#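 U2OS cells were transduced with wild-type KCNH2 virus (2.03 x 10^8 / mL) for 4 h at room temperature, then cultured overnight at 37 C. Thallium flux was read with FluxOr dye. Rate constants were normalized to DMSO controls.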
# Starred values were filed as active, the others as inactive; u = inconclusive; x = no result given; [ ] = dose if it differs, or a comment. Unless noted, the call rests on the fitted dose curve; in most records, active means well fitted curve in the direction sought with a large enough effect; inconclusive means small, poorly fitted or top-dose-only effect, or another doubt; inactive means no such curve, though single readings can be large; an effect the other way counts as inactive or inconclusive.
item	SMILES	GALK inh	MBNL1 CUG block	FBPA coupling cs	S-ASM inh	a7 integrin act	KCNH2 3.1 block	MLL CXXC-DNA inh	A-T KAP1 phos	TRPV1 agonist	KCNH2 WT inh
1	COc1ccc2c(c1)[nH]c1c(=O)n(CCN3CCOCC3)cnc12	2%	-2%	1	8%	-22%	23	-9%	-3%	1	10
2	Cc1cccc(C2N=C(N)Nc3nc4ccccc4n32)c1 (configuration not stated)	-1%	-3%	-2	1%	6%	8	-4%	-4%	-1	6
3	COc1ccccc1-c1nc2s/c(=C\c3cccs3)c(=O)n2n1	-5%	11%	0	3%	22%	14	-13%	-4%	1	-2
4	COCCN(Cc1cc2cc(C)c(C)cc2nc1Cl)C(=O)Nc1ccccc1	0%	37%[activator]	1	3%	24%	5	1%	5%	-1	-9
5	CCc1cc(C(=O)N(CC(C)C)c2c(N)n(Cc3ccccc3)c(=O)[nH]c2=O)sc1C	x	x	x	9%	19%	4	x	0%	0	0
6	Oc1ccc2nc(Cc3ccccc3)[nH]c2c1	-1%	-12%	0	-3%	-20%	9	-5%	-2%	-1	-1
7	Cc1ccc(C2C3C(=O)N(c4ccc(C)cc4)C(=O)C3N3CCCN23)cc1 (configuration not stated)	2%	-1%	-1	3%	-25%	-13	1%	16%	-1	-4
8	Cc1ccc(N(C(=O)c2ccco2)C(C(=O)NC2CCCC2)c2ccco2)c(C)c1 (configuration not stated)	1%	-4%	0	-1%	-13%	15	23%	-3%	24	-8
9	N#C/C(=C\c1cccs1)Sc1nc2ccccc2s1	0%	15%	-4	-5%	-19%	4	12%	7%	10	5
10	O=C(NCc1ccc(Cl)cc1)c1ccc(CNc2c(N3CCCC3)c(=O)c2=O)cc1	-1%	5%	-1	0%	8%	4	-3%	9%	1	-3
11	O=C(COC(=O)COc1ccccc1)NCc1ccccc1	7%	3%	2	1%	13%	-20	-2%	-2%	28	-10
12	COc1cccc(C(=O)Nc2ccc(C(=O)NCC(C)C)cc2)c1	8%	-4%	3	-2%	-19%	7	46%[activator]	-4%	3	-9
13	CCOC(=O)C1(CC/C(C)=N\NC(N)=O)CC(C)OC1=O (configuration not stated)	x	-4%	1	0%	2%	18	3%	4%	-1	-28
14	Cc1ccc(S(=O)(=O)NCCN(CCNS(=O)(=O)c2ccc(C)cc2)S(C)(=O)=O)cc1	-2%	1%	0	1%	8%	-4	0%	-3%	-1	4
15	COc1ccccc1C(=O)NCCC(=O)N1CCCC(C)C1 (configuration not stated)	4%	-2%	2	6%	u	3	35%[activator]	-3%	1	-21
16	CCOc1ccc(N2CC(C(=O)Nc3ccccc3N3CCOCC3)CC2=O)cc1 (configuration not stated)	2%	9%	5	-2%	11%	-3	0%	-1%	5	-2
17	COc1ccc(-c2csc3nc(-c4cccnc4)nc(N4CCC(C(N)=O)CC4)c23)cc1OC	-5%	6%	0	8%	u	15	1%	-2%	4	6
18	Cc1c(NC(=S)Nc2cccc(Cl)c2)c(=O)n(-c2ccccc2)n1C	11%	-12%	3	1%	0%	-1	11%	0%	-4	-2
19	CC(=O)Nc1ccccc1C(=O)C(=O)Nc1ccc(Cl)cc1	1%	4%	4	0%	15%	-3	19%	4%	-2	-10
20	Cc1cccc(-n2nc(C(=O)Nc3ccccc3)n3c(=O)cc(-c4ccccc4)nc23)c1	-2%	2%	0	55%	6%	-5	26%	3%	0	58
21	CCSC1=C(C#N)C2(CCCCC2)C(C#N)C(=O)N1 (configuration not stated)	2%	4%	1	1%	-4%	9	-8%	-5%	0	25
22	CC1CCN(c2ncnc3ccccc23)CC1	0%	-2%	0	0%	-25%	-1	0%	0%	6	-8
23	CNC(=S)SCCOc1ccc(C)cc1	-1%	-3%	3	3%	13%	-2	6%	0%	2	0
24	COc1ccc2cc3c(N)nn(C(=O)c4ccc(F)cc4)c3nc2c1	3%	12%	2	0%	15%	0	23%	-13%	-1	4
25	Cc1nonc1OCCNC(=O)C12CC3CC(CC(C3)C1)C2	-6%	-2%	0	3%	-9%	0	14%	2%	2	8
26	CCc1nc(Nc2ccc(OC)cc2OC)c2oc3ccccc3c2n1	0%	18%	0	8%	-31%	-1	-1%	-6%	u	7
27	CCCCNC(=O)C1CCN(Cc2ccccn2)CC1	-2%	-2%	2	5%	14%	-1	1%	-6%	0	1
28	CNS(=O)(=O)c1cccc(C(=O)OCC(=O)NC2CCCC(C)C2C)c1 (configuration not stated)	x	x	x	2%	12%	-4	x	-3%	x	0
29	CCCn1c(SCC(=O)N2c3ccccc3CCc3ccccc32)nc2c1c(=O)n(C)c(=O)n2C	3%	3%	4	1%	12%	0	6%	-3%	-1	-10
30	CN(Cc1ccc(F)cc1)C(=O)c1cccc(S(=O)(=O)N2CCN(Cc3ccccc3)CC2)c1	x	x	x	-2%	-58%[inhibitor]	-12	x	1%	-2	0
31	COc1nc(N)c(C#N)c(-c2ccc(N(C)CCC#N)cc2)c1C#N	4%	u	3	x	u	-3	18%	11%	-1	0
32	COc1ccc(OC)c2[nH]c(=O)c(CCNC(=O)c3ccc(S(=O)(=O)N4CCCCC4)cc3)cc12	2%	38%[activator]	-10	-2%	7%	10	4%	13%	4	3
33	O=C(O)c1ccccc1C(=O)OCCCc1ccncc1	x	x	x	2%	13%	24	x	-4%	0	15
34	COc1cccc(NC(=O)CSc2nnc(Cn3cnc([N+](=O)[O-])n3)n2C)c1	-1%	u	-1	1%	8%	-1	6%	-6%	-2	-1
35	CNc1ncc(C(=O)c2ccc(Cl)cc2)s1	-1%	u	-1	-2%	-19%	-9	0%	-2%	3	-5
36	Cc1cccc(NC(=O)c2nc[nH]c2C(=O)N[C@@H](CC(C)C)C(=O)OC(C)(C)C)c1	-1%	5%	-6	-22%	-32%	-8	-18%	-5%	u	1
37	C=CCc1cccc(C2Nc3ccccc3C(=O)N2O)c1O (configuration not stated)	-1%	-2%	4	-5%	-19%	3	4%	3%	0	-14
38	O=S1(=O)C=C(Oc2ccc(F)cc2)c2ccccc21	1%	1%	5	0%	-41%	-12	-4%	9%	0	-3
39	Cc1ccccc1NS(=O)(=O)c1cccc2nonc12	6%	u	x	6%	0%	18	-3%	3%	0	2
40	O=C(Nc1ccc(N2CCN(C(=O)c3ccco3)CC2)cc1)c1ccc2c(c1)OCO2	0%	-2%	3	0%	-34%	-7	-13%	2%	4	14
41	Cc1ccc([C@@H]2CC=C(C(=O)O)[C@H](c3ccccc3F)N2S(=O)(=O)c2ccc(C)cc2)cc1	x	x	x	-3%	8%	5	x	8%	-3	-3
42	CN(Cc1ccccc1Cl)C(=O)C1CCC(=O)N(C2CCCCCC2)C1 (configuration not stated)	x	-5%	-1	2%	-42%	-12	13%	-5%	14	-15

# Reprinted at random: 4 entries already listed
item	SMILES	GALK inh	MBNL1 CUG block	FBPA coupling cs	S-ASM inh	a7 integrin act	KCNH2 3.1 block	MLL CXXC-DNA inh	A-T KAP1 phos	TRPV1 agonist	KCNH2 WT inh
32	COc1ccc(OC)c2[nH]c(=O)c(CCNC(=O)c3ccc(S(=O)(=O)N4CCCCC4)cc3)cc12	2%	38%[activator]	-10	-2%	7%	10	4%	13%	4	3
38	O=S1(=O)C=C(Oc2ccc(F)cc2)c2ccccc21	1%	1%	5	0%	-41%	-12	-4%	9%	0	-3
37	C=CCc1cccc(C2Nc3ccccc3C(=O)N2O)c1O (configuration not stated)	-1%	-2%	4	-5%	-19%	3	4%	3%	0	-14
36	Cc1cccc(NC(=O)c2nc[nH]c2C(=O)N[C@@H](CC(C)C)C(=O)OC(C)(C)C)c1	-1%	5%	-6	-22%	-32%	-8	-18%	-5%	u	1
